Compound activity as filed in PubChem BioAssay.
N370S GC mod – inhibitors or activators of N370S glucocerebrosidase for Gaucher disease | P04062 | N370S GC spleen homogenate, 4MU-glucoside fluorescence | Potency, µM (doses to about 59.4 µM), inactives show at the highest dose activity change, negative = inhibition, usual class: inhibitors | 0.092% of 330,000 active | AID 2101;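 also: 0% = full enzyme activity and -100% = no enzyme basal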
TDP1 cell noCPT – qHTS for Inhibitors of human tyrosyl-DNA phosphodiesterase 1 (TDP1): qHTS in cells in absence of CPT; DT40 Tdp1-/- hTDP1 cells, no CPT, ATP luminescence, 48 h; 15% of 420,000 active; AID 686978, 2013; Potency, µM (series often up to 46.2 µM), inactives show at the highest dose activity change, negative = growth inhibition, hits mostly inhibitors; also: nearly all actives have a fitted effect of over 55% in size
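Cells were dispensed at 400 per well, compounds added by pin tool, plates incubated ≥48 hr at 37 °C, then CellTiter-Glo added for 30 min at room temperature before luminescence reading. Line: DT40 Tdp1-/- complemented with hTDP1; camptothecin omitted.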
TDP1 inh – inhibitors of human tyrosyl-DNA phosphodiesterase TDP1; Q9NUW8; recombinant TDP1, AlphaScreen DNA substrate cleavage; Potency, µM (series often up to 130 µM), for inactives: top-dose activity change, negative = inhibition, most hits filed as inhibitors; 0.28% of 350,000 active; also: nearly all actives have a fitted effect of over 40% in size
Target sequence (Q9NUW8 whole entry, looked up): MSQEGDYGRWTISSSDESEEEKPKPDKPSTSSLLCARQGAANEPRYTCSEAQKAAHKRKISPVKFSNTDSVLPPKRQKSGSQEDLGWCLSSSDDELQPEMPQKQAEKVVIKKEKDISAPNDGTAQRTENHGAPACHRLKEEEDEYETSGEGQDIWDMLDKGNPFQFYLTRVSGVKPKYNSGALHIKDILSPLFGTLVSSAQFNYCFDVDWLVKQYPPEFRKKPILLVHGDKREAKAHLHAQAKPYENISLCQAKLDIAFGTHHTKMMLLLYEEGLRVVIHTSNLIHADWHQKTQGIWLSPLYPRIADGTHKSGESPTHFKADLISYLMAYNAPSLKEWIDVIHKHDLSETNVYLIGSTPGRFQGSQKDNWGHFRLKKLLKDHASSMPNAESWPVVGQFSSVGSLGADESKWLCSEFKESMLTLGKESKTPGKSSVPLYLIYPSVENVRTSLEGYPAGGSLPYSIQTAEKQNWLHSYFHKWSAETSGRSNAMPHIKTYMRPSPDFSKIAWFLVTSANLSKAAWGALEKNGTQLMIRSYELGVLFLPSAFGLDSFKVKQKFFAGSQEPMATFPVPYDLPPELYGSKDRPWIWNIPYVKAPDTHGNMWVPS
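Signal: AlphaScreen proximity between streptavidin donor and anti-FITC acceptor beads on intact substrate. Reaction: Tdp1 1 nM, substrate 15 nM final, 5 min RT after 15 min compound preincubation.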
An asterisk follows results filed as active; & = joins results of further samples; [ ] = another dose, or the depositor's remark. Calls follow the shape of the dose curve; as a rule, active = well fitted curve in the direction sought with a large enough effect; inconclusive = small, poorly fitted or top-dose-only effect, or another doubt; inactive = no such curve, though single readings can be large; an effect the other way counts as inactive or inconclusive. Unless noted, % is scaled to controls: 0 for no effect and ±100 for the full control effect; potency is read from the fitted curve at half-maximal effect. The list is partial; count on the stated rates, not on these rows.

What do the screens show for `COc1ccc(N(C)S(=O)(=O)c2cccc(C(=O)Nc3nnc(C)s3)c2)cc1`?
TDP1 cell noCPT: inconclusive; TDP1 inh: 2%

How did O=C(NCc1cc(C(F)(F)F)cc(C(F)(F)F)c1)C12CN(Cc3ccccc3)CC1C(c1cccc([N+](=O)[O-])c1)=NO2 (configuration not stated) do in these assays?
N370S GC mod: -11%; TDP1 cell noCPT: -15%; TDP1 inh: 8%

What do the screens show for `CC1(C)CC(=O)CC(=NCC(=O)O)C1`?
N370S GC mod: 6%; TDP1 cell noCPT: -8%; TDP1 inh: 2%

Results for CCOC(=O)N1CCC(NC(=O)c2ccc3c(c2)N(Cc2ccc(F)cc2)C(=O)c2ccccc2S3=O)CC1 (configuration not stated) ?
TDP1 cell noCPT: inconclusive; TDP1 inh: 5%

What do the screens show for `CCc1nnc2c3ccccc3nc(Nc3ccc(C(C)=O)cc3)n12`?
TDP1 cell noCPT: 7.3µM*; TDP1 inh: -4%

How did COc1ccc(CN2CCN(C(=O)CCC(=O)Nc3nnc(CC(C)C)s3)CC2)cc1F do in these assays?
N370S GC mod: -10%; TDP1 cell noCPT: 4.6µM*; TDP1 inh: -1%

What do the screens show for `CN(C(=O)COC(=O)c1cc2c(s1)CCCCC2)C1CCS(=O)(=O)C1` (configuration not stated)?
N370S GC mod: 0%; TDP1 cell noCPT: -1%; TDP1 inh: 3%

Results for CC(=O)c1ccc(N(C(=O)CNC(=O)c2ccco2)C(C(=O)NC2CCCC2)c2cccnc2)cc1 (configuration not stated) ?
N370S GC mod: -2%; TDP1 cell noCPT: 9%; TDP1 inh: 0%[0.0935 µM]

Results for CC(NC(=O)c1ccncc1)c1ccc(Cl)cc1Cl (configuration not stated) ?
N370S GC mod: -23%; TDP1 cell noCPT: inconclusive

What do the screens show for `O=C(C1CCN(S(=O)(=O)c2cccc3cccnc23)CC1)N1CCN(c2ccc(Cl)cc2)CC1`?
N370S GC mod: -3%; TDP1 cell noCPT: inconclusive; TDP1 inh: 1%

How did CC(C)NC(=O)c1cc2cc([N+](=O)[O-])ccc2s1 do in these assays?
N370S GC mod: 0%; TDP1 cell noCPT: 15µM*; TDP1 inh: -5%

Results for O=C1CCc2cc(S(=O)(=O)NC(Cc3ccccc3)C(=O)NCC3CCCO3)ccc2N1 (configuration not stated) ?
N370S GC mod: -5%; TDP1 cell noCPT: -21%; TDP1 inh: -1%

Results for CCOc1ccc(CCNC(=O)Nc2cccc(OC)c2)cc1OCC ?
N370S GC mod: inconclusive; TDP1 cell noCPT: -26%

What do the screens show for `Cn1nc(C(C)(C)C)cc1C(=O)NN1CCOCC1`?
N370S GC mod: -5%; TDP1 cell noCPT: 8%; TDP1 inh: 2%

How did CC1(C)Cc2c(cnn2-c2ccccc2)C(=O)/C1=N\NC(=O)c1ccccc1N do in these assays?
N370S GC mod: -14%; TDP1 cell noCPT: -13%; TDP1 inh: 6%

Next section, overlapping the part above by 6 compounds.
What do the screens show for `O=C(C1CCN(S(=O)(=O)c2cccc3cccnc23)CC1)N1CCN(c2ccc(Cl)cc2)CC1`?
N370S GC mod: -3%; TDP1 cell noCPT: inconclusive; TDP1 inh: 1%

How did CC(C)NC(=O)c1cc2cc([N+](=O)[O-])ccc2s1 do in these assays?
N370S GC mod: 0%; TDP1 cell noCPT: 15µM*; TDP1 inh: -5%

Results for O=C1CCc2cc(S(=O)(=O)NC(Cc3ccccc3)C(=O)NCC3CCCO3)ccc2N1 (configuration not stated) ?
N370S GC mod: -5%; TDP1 cell noCPT: -21%; TDP1 inh: -1%

Results for CCOc1ccc(CCNC(=O)Nc2cccc(OC)c2)cc1OCC ?
N370S GC mod: inconclusive; TDP1 cell noCPT: -26%

What do the screens show for `Cn1nc(C(C)(C)C)cc1C(=O)NN1CCOCC1`?
N370S GC mod: -5%; TDP1 cell noCPT: 8%; TDP1 inh: 2%

How did CC1(C)Cc2c(cnn2-c2ccccc2)C(=O)/C1=N\NC(=O)c1ccccc1N do in these assays?
N370S GC mod: -14%; TDP1 cell noCPT: -13%; TDP1 inh: 6%

Results for CCN1CCN(C(c2cccs2)C(C)NC(=O)C(C)C)CC1 (configuration not stated) ?
N370S GC mod: -11%; TDP1 cell noCPT: 0%; TDP1 inh: 5%

Results for Cc1ccccc1C(=O)Nc1cccc(N)c1 ?
N370S GC mod: -10%; TDP1 cell noCPT: 1%; TDP1 inh: 4%

What do the screens show for `COC(=O)[C@@H](NC(=O)O[C@@H]1C(=O)c2ccc(OC)cc2O[C@H]1c1ccc2c(c1)OCO2)C(C)C`?
N370S GC mod: -1%; TDP1 inh: 12%

Results for CCN1C(=O)C2(SC(NC(C)=O)=NN2C(C)=O)c2cc(C)cc(C)c21 (configuration not stated) ?
N370S GC mod: 2%; TDP1 cell noCPT: -11%; TDP1 inh: 2%

What do the screens show for `CC(C)CNC(=O)COC(=O)c1ccc(Cl)c(S(=O)(=O)N2CCc3ccccc32)c1`?
N370S GC mod: -9%; TDP1 cell noCPT: -5%; TDP1 inh: -3%

How did Cc1nn2c([nH]c(=O)c3ccccc32)c1C=O do in these assays?
N370S GC mod: -6%; TDP1 cell noCPT: -2%; TDP1 inh: 5%

Results for O=C(N/C(=C/c1cccs1)C(=O)N1CCCCCC1)c1ccccc1 ?
N370S GC mod: 4%; TDP1 cell noCPT: 0%; TDP1 inh: 2%

What do the screens show for `CCC(=O)Nc1ccc(C(=O)NNC(=O)Cc2ccccc2)cc1`?
N370S GC mod: 11%; TDP1 cell noCPT: -11%; TDP1 inh: 7%

Results for O=C(CN1CCCC1c1cccs1)N1CCN(S(=O)(=O)c2cccc(F)c2)CC1 (configuration not stated) ?
TDP1 cell noCPT: -15%; TDP1 inh: 1%

Results for Cc1cccc(OCCCC(=O)Nc2nccs2)c1 ?
N370S GC mod: -7%; TDP1 cell noCPT: inconclusive; TDP1 inh: 0%

What do the screens show for `O=C(CNC(=O)c1cnccc1C(F)(F)F)c1cccc(Cl)c1`?
N370S GC mod: 7%; TDP1 cell noCPT: -20%; TDP1 inh: 8%

Results for OCC1(CCOc2ccccc2)CCN(CCCn2cccn2)CC1 ?
N370S GC mod: -9%; TDP1 cell noCPT: -1%; TDP1 inh: -6%

How did Cc1ccnc2nc(C(=O)OCC(=O)Nc3ccc([N+](=O)[O-])cc3Br)nn12 do in these assays?
TDP1 cell noCPT: 13%; TDP1 inh: -4%

What do the screens show for `CS(=O)(=O)Nc1ccc(C(=O)N2CCCCC2)cc1`?
N370S GC mod: 9%; TDP1 cell noCPT: -8%; TDP1 inh: -1%

Results for CCCNC(=O)NC(=O)CN1CCCC1c1ccc2c(c1)OCCO2 (configuration not stated) ?
N370S GC mod: -4%; TDP1 cell noCPT: -20%; TDP1 inh: -4%

What do the screens show for `COC(=O)C1CCN(CCCOc2ccc(CN3CCN(c4ccc([N+](=O)[O-])cc4)CC3)cc2)CC1`?
N370S GC mod: -6%; TDP1 cell noCPT: 21µM*; TDP1 inh: -3%

What do the screens show for `CCC(=O)N(C)CCc1cc2c(c(OC)c1/C=N/NS(=O)(=O)c1ccc(C)cc1)OCO2`?
N370S GC mod: 1%; TDP1 cell noCPT: -12%

How did Cc1cccc(CCNS(=O)(=O)c2ccc(S(=O)(=O)N3CCCCC3)cc2)c1 do in these assays?
N370S GC mod: -10%; TDP1 cell noCPT: -15%; TDP1 inh: 2%

Results for Cc1ccc(C(CNS(=O)(=O)c2ccc([N+](=O)[O-])cc2)N2CCN(C)CC2)cc1 (configuration not stated) ?
N370S GC mod: -11%; TDP1 cell noCPT: inconclusive

Results for COc1ccccc1/C=C/CN1CCC(n2nccc2NC(=O)CCc2ccccc2)CC1 ?
N370S GC mod: 0%; TDP1 cell noCPT: 12µM*; TDP1 inh: 7%

What do the screens show for `O=[N+]([O-])c1ccc(N/N=C/c2c[nH]c3ccccc23)cc1`?
TDP1 cell noCPT: 16µM*; TDP1 inh: 6%

How did Cn1cccc1C(=O)N1CCC2(CCCN(C(c3ccccc3)c3ccccc3)C2)CC1 do in these assays?
N370S GC mod: 11%; TDP1 cell noCPT: inconclusive

Results for COc1ccc(C(=O)Nc2ccccc2C(=O)N2CCOCC2)cc1 ?
N370S GC mod: 9%; TDP1 cell noCPT: 3%; TDP1 inh: 1%

How did CCNC(=O)c1ccc2nc(CCc3ccccc3)oc2c1 do in these assays?
TDP1 cell noCPT: -19%; TDP1 inh: 1%

What do the screens show for `CCOC(=O)c1csc(NC(=O)c2ccc(OCC)cc2)n1`?
N370S GC mod: -2%; TDP1 cell noCPT: inconclusive; TDP1 inh: -5%

What do the screens show for `COCCN(C(=O)COc1ccccc1)c1nnc(-c2cccnc2)s1`?
N370S GC mod: 7%; TDP1 cell noCPT: -1%; TDP1 inh: 3%

What do the screens show for `CCCCCCCCNC(C)C(O)c1ccc(SC(C)C)cc1` (configuration not stated)?
N370S GC mod: -29%&-16%; TDP1 cell noCPT: 16µM*; TDP1 inh: 2%&5%

Results for COc1cccc(CNC(=O)C2CCN(C(=O)N3CC(C)Oc4ccccc43)CC2)c1 (configuration not stated) ?
N370S GC mod: -4%; TDP1 cell noCPT: inconclusive

What do the screens show for `Cc1ccc(NC(=O)CCCc2nc(-c3ccco3)no2)cc1Cl`?
TDP1 cell noCPT: inconclusive; TDP1 inh: 5%

Results for CCN(CCCNC(=O)c1cc2c(=O)n(C)c3ccccc3c2s1)Cc1ccccc1 ?
TDP1 cell noCPT: 21µM*; TDP1 inh: -2%

How did CCc1noc(C)c1C(=O)N1CCCSC1=Nc1ccccc1 do in these assays?
N370S GC mod: 3%; TDP1 cell noCPT: -24%

What do the screens show for `C=C(C)C(=O)Nc1ccc(NC(C)C)cc1`?
N370S GC mod: -4%; TDP1 cell noCPT: inconclusive; TDP1 inh: 0%

What do the screens show for `COc1ccc(NC(=O)CN2C(=O)CCn3nc(-c4cccn4C)cc32)cc1Cl`?
TDP1 cell noCPT: -14%; TDP1 inh: 7%

Results for CCOc1ccc(C(=O)COC(=O)c2cc(=O)[nH]c3ccccc23)cc1 ?
N370S GC mod: 0%; TDP1 cell noCPT: -4%; TDP1 inh: -5%

Results for CN1CCN(c2ccc(S(=O)(=O)N3CCCCC3)cc2NC(=O)COc2ccc([N+](=O)[O-])cc2)CC1 ?
N370S GC mod: -1%; TDP1 cell noCPT: -29%

What do the screens show for `O=C(/C=C/c1ccccc1[N+](=O)[O-])NCC1CCCO1` (configuration not stated)?
N370S GC mod: 0%; TDP1 cell noCPT: 7%; TDP1 inh: -5%

How did COCCNC(=S)N/N=C/c1ccccc1C(=O)O do in these assays?
N370S GC mod: 1%; TDP1 cell noCPT: -27%; TDP1 inh: 2%

Results for O=C1CN(C(=O)c2cc3ccccc3o2)c2ccccc2N1 ?
N370S GC mod: -1%; TDP1 cell noCPT: -18%; TDP1 inh: 3%

What do the screens show for `O=C1CCC(C(=O)NCc2cccnc2)N1` (configuration not stated)?
N370S GC mod: 3%; TDP1 cell noCPT: inconclusive; TDP1 inh: 2%

How did CCOC(=O)N1CCN(C(=O)Nc2ccccc2)CC1 do in these assays?
N370S GC mod: -1%; TDP1 cell noCPT: 11%; TDP1 inh: 6%

Results for CCOC(=O)C1CCN(C2CC(=O)N(c3cccc(Cl)c3)C2=O)CC1 (configuration not stated) ?
N370S GC mod: -6%; TDP1 cell noCPT: -4%; TDP1 inh: 2%

Results for COc1cc(CCC(=O)OCc2ccccc2C#N)cc(OC)c1OC ?
N370S GC mod: -6%; TDP1 cell noCPT: -10%; TDP1 inh: 1%

What do the screens show for `O=C1c2oc3ccccc3c(=O)c2C(c2cccc(O)c2)N1c1nncs1` (configuration not stated)?
TDP1 cell noCPT: -4%; TDP1 inh: 3%

What do the screens show for `O=S(=O)(CCN1C=CC(C(F)(F)F)=NCC1)c1ccc(F)cc1`?
N370S GC mod: -4%; TDP1 cell noCPT: -6%; TDP1 inh: 3%

How did N#Cc1cnn(-c2ccccc2)c1N do in these assays?
N370S GC mod: -15%; TDP1 cell noCPT: -6%; TDP1 inh: 2%

Among those listed so far, these have a cyano group:
Results for COc1cc(CCC(=O)OCc2ccccc2C#N)cc(OC)c1OC ?
N370S GC mod: -6%; TDP1 cell noCPT: -10%; TDP1 inh: 1%

How did N#Cc1cnn(-c2ccccc2)c1N do in these assays?
N370S GC mod: -15%; TDP1 cell noCPT: -6%; TDP1 inh: 2%

(listing goes on)
What do the screens show for `CCOCCCNC(=S)Nc1ccc2nc(N3CCCC3)cc(C)c2c1`?
N370S GC mod: 26%; TDP1 cell noCPT: -22%; TDP1 inh: -3%

Results for C/C=C/C(=O)Nc1nnc(C(C)C)s1 ?
N370S GC mod: 11%; TDP1 cell noCPT: -23%; TDP1 inh: -2%

What do the screens show for `O=C(CSC1=NCCS1)Nc1cccc(F)c1`?
N370S GC mod: 6%; TDP1 cell noCPT: 3%; TDP1 inh: -14%

How did Cc1ccc(CNC(=O)[C@H](C)NC(=O)C2CCN(C(=O)[C@@H](N)CC(C)C)CC2)cc1 do in these assays?
N370S GC mod: -3%; TDP1 cell noCPT: -14%
